APE1 inh: blocks human APE1 abasic DNA cleavage; recombinant APE1, TAMRA/BHQ-2 abasic DNA cleavage fluorescence; Potency, µM (highest dose often 65.8 µM), for the others: top-dose activity change, negative = inhibition, most hits filed as inhibitors; 350,000 tested, 0.35% active; AID 2517;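 further: potency means the concentration at half of the fitted maximal effect; plate controls were vehicle for no effect and reference inhibitor for full effect; nearly all actives have a fitted effect of over 55% in size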
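Substrate: short duplex with […] THF abasic site, 5'-TAMRA and 3'-BHQ-2, 50 nM final. APE1 at 0.75 nM, preincubated 15 min RT with compound. Fluorescence increase from first to third read measured activity.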
Pol kappa inh: DNA polymerase kappa (human) inhibition. purified Pol kappa, fluorescent DNA synthesis assay, 10 min. Potency, µM (doses to about 107 µM), without a hit: at the highest dose activity, negative = inhibition, most hits filed as inhibitors. 400,000 tested, 0.53% active. AID 588579; further: potency means the concentration at half of the fitted maximal effect; on the % scale 0 is the no-effect control and ±100 the full control effect
Target sequence (Q9UBT6 whole entry, looked up): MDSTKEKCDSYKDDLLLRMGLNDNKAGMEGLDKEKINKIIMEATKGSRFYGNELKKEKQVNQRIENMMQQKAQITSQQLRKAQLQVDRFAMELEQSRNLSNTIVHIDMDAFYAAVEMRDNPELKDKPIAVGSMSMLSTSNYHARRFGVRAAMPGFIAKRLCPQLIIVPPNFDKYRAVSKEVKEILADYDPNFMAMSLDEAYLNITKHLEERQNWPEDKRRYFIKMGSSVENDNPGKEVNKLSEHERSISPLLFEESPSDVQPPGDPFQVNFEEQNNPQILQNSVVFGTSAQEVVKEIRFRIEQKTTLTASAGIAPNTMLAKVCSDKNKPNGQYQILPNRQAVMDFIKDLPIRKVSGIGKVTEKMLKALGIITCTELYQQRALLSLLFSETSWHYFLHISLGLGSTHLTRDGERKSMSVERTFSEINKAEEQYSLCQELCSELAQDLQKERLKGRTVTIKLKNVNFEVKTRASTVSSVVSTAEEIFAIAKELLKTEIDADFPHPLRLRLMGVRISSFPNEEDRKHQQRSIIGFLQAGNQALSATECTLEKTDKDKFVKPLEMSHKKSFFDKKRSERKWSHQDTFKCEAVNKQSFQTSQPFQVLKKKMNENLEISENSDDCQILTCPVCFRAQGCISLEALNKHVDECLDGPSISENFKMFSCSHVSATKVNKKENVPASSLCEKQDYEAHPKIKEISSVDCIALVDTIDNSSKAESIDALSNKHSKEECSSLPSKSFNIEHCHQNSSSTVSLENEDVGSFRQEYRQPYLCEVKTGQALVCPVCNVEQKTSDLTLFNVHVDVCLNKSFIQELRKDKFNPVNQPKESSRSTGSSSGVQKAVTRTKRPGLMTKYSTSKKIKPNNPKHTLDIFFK
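10 nM Pol kappa preincubated 15 min at room temperature with compounds, then reaction started with substrate at 50 nM final. Fluorescence read kinetically at 0 and 10 min; buffer-only wells served as negative control.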
GRP78 ERSR act: inducers of ER stress response in human glioma cells | AID 602332 | Potency, µM, inactives show at the top dose activation, most hits filed as activators | U87-MG GRP78 promoter luciferase reporter, 16 h | 420,000 tested, 0.02% active; further: potency means the concentration at half of the fitted maximal effect; series mostly up to about 76 µM; % of control where 0% means no effect; nearly all actives have a fitted effect of over 35% in size
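Stably transfected U87-MG glioma cells carrying a GRP78-based luciferase sensor; 16 h compound incubation. Luminescence end-point read 10 min after Bright-Glo addition at room temperature.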
Pol beta inh: DNA polymerase beta (human) inhibition; P06746; Pol beta primer extension/strand displacement, fluorescence kinetic; Potency, µM (titrated, usually from 114 µM), for the others: at the top dose activity change, negative = inhibition, hits mostly inhibitors; 340,000 tested, 1.3% active; AID 485314; further: potency means the concentration at half of the fitted maximal effect; on the % scale 0 is the no-effect control and ±100 the full control effect
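Pol beta (10 nM) was preincubated with compound for 15 min at room temperature. The reaction was then started with 50 nM substrate and read immediately and after a further 10 min at room temperature.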
Pol iota inh: inhibitors of human DNA polymerase iota. Pol iota fluorescent replication assay, 10 min. 390,000 tested, 1% active. AID 588590. Potency, µM (titrated, usually from 115 µM), for inactives: top-dose activity, negative = inhibition, actives largely listed as inhibitors; further: potency means the concentration at half of the fitted maximal effect
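Pol iota at 10 nM preincubated 15 min with compounds at room temperature; reaction started with fluorescent substrate, 50 nM final. Fluorescence read kinetically at 0 and 10 min; buffer-only wells as negative control.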
Anesthetic bind: binds horse apoferritin like a general anesthetic. P02791. apoferritin/1-aminoanthracene competitive binding, fluorescence. Potency, µM (top dose mostly 77.5 µM), without a hit: at the highest dose activity change, negative = displacement, actives largely listed as inhibitors. 350,000 tested, 0.074% active. AID 485281; further: potency means the concentration at half of the fitted maximal effect; on the % scale 0 is the no-effect control and ±100 the full control effect; nearly all actives have a fitted effect of over 20% in size
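Apoferritin-based anesthetic binding model; compound displacement of fluorescent 1-AMA measured as endpoint fluorescence after 10 minutes at room temperature, scaled to free-ligand and complex controls.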
POLH inh: DNA polymerase eta (human) inhibition; recombinant Pol eta, fluorescent DNA replication assay; Potency, µM (doses to about 114 µM), inactives show at the top dose activity change, negative = inhibition, most hits filed as inhibitors; 390,000 tested, 1.2% active; AID 588591; further: potency means the concentration at half of the fitted maximal effect; on the % scale 0 is the no-effect control and ±100 the full control effect
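Fluorescent replication assay: 50 nM final substrate added after a 15 min room-temperature compound preincubation with 10 nM enzyme. Signal taken at 0 min and again at 10 min.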
LDHA inh: blocks human lactate dehydrogenase A | 480,000 tested, 0.15% active | activity change, % (values are at about 110 or 230 µM) | P00338 | AID 1347041 | purified LDHA, NADH/diaphorase-resazurin fluorescence; stronger effect = lower value; in the data active means activity change below about -30%; inconclusive means mostly about -25% to -30%;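 further: plate controls were DMSO wells for no effect and wells without enzyme for full effect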
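Human LDH5 at 2 nM final in Tris HCl pH 7.4 with 0.06 mM NADH and 0.2 mM pyruvate, reacted 5 minutes at room temperature. Remaining NADH coupled via diaphorase/resazurin; resorufin fluorescence read at 0 and 20 minutes, normalized to enzyme-free and DMSO wells.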
BLM inh: inhibitors of human Bloom syndrome helicase BLM. Potency, µM (top dose mostly 56.1 µM), for inactives: top-dose activity change, negative = inhibition, hits mostly inhibitors. P54132. recombinant BLM DNA unwinding, fluorescence dequenching. 350,000 tested, 0.2% active. AID 2528;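 further: potency means the concentration at half of the fitted maximal effect; plate controls were vehicle for no effect and no enzyme for full effect; nearly all actives have a fitted effect of over 35% in size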
Active calls of the source: *; ? = inconclusive; · = not tested or not shown; & = joins results of further samples; [ ] = remark or other dose. Unless noted, the call rests on the fitted dose curve; in most records, active means well fitted curve in the direction sought with a large enough effect; inconclusive means small, poorly fitted or top-dose-only effect, or another doubt; inactive means no such curve, though single readings can be large; an effect the other way counts as inactive or inconclusive.

SMILES	APE1 inh	Pol kappa inh	GRP78 ERSR act	Pol beta inh	Pol iota inh	Anesthetic bind	POLH inh	LDHA inh	BLM inh
Cc1ccc(NS(=O)(=O)c2ccc3c(c2)oc(=O)n3C)cc1C	29%	-10%	-5%	-18%	120%[activator]	-2%	-11%	5&-5	-1%
CN1C(=O)/C(=C\c2ccncc2)SC1=Nc1ccccc1	15%	-10%	-2%	-2%	127%[activator]	-2%	-7%	-5	5%
Cn1c(=O)cc(OCC(=O)N2CCN(c3ccccc3F)CC2)c2ccccc21	-2%	-3%&0%	-2%&-2%	-21%&35%	-9%&16%	-9%&0%	-8%&-5%	-1&-12	-4%&-4%
O=C(OCC(=O)N1CCc2ccccc21)c1n[nH]c(=O)c2ccccc12	11%	10%	-4%	·	38%[activator]	·	-2%	1&6	·
COC(=O)C#CC(=O)OC	-1%	15%[60.1 µM]	-1%	·	·	-6%	·	·	3%
N#Cc1ccccc1S(=O)(=O)N1CCN(C(=O)c2cc(=O)[nH]c3ccccc23)CC1	-2%	0%	-5%	·	15%	·	-3%	0	·
Cc1ccc(C(=O)NC(=S)Nc2ccc(NC(=O)c3cccs3)cc2)cc1[N+](=O)[O-]	1%	-10%	-4%	-20%	10%	-1%	?	-12	-12%
COCCNc1nnc(SC(C)C(=O)Nc2c(C)n(C)n(-c3ccccc3)c2=O)s1 (stereo unspecified)	22%	4%	-2%	2%	28%	-1%	-10%	-2	-3%
Cc1ccc(NC(=O)CSCCc2ccccn2)nc1	2%	-11%	-1%	15%	1%	-2%	4%	1	-3%
Cc1ccccc1NC(=O)CN1C(=O)COc2ccc(S(=O)(=O)N3CCCC3)cc21	1%	-11%	-5%	20%	-3%	-3%	-7%	-6	2%
C#C[C@]1(O)CC[C@H]2[C@H]3CCC4=Cc5oncc5C[C@]4(C)[C@@H]3CC[C@]21C	-11%	-13%[19.4 µM]	-6%	·	·	·	·	·	-2%
O=C(COC(=O)c1cc[n+]([O-])cc1)Nc1ccccc1Cl	1%	-12%	-4%	0%	93%[activator]	-10%	6%	-4	-4%
CC(=O)c1cccc(Nc2cc(C)nc3ccccc23)c1	?	6%	-1%	29%	-2%	-11%	28%	-5	9%
Cc1ccc(-n2c(SCC(=O)O)nc3c(sc(=S)n3-c3ccc(C)c(C)c3)c2=O)cc1	-9%	2%	?	2%	-12%	-9%	-13%	-4	-5%
Clc1ccc(CSc2nnc(-c3ccccn3)n2Cc2ccco2)c(Cl)c1	4%	0%	1%	2%	?	-11%	-2%	12	-11%
Cc1ccc(S(=O)(=O)N(C)c2ccccc2)cc1	0%	-3%	-6%	-2%	3%	-17%	-5%	-4	-6%
CC(C)CNC(=O)CC(c1ccccc1)c1c(O)ccc2ccccc12 (stereo unspecified)	-7%	-3%	-1%	2%	0%	?	-18%	-2	-3%
C=CCNC(=O)/C(=C\C=C\c1ccccc1)NC(=O)c1ccc(OCCCC)cc1	-5%	-12%	0%	15%	-13%	?	-14%	-1	-11%
CC(C)C(NC(=O)OCc1ccccc1)C(=O)NC(Cc1ccc(O)cc1)C(=O)O (stereo unspecified)	25%	-7%	-1%	1%	70%[activator]	11%	3%	-5	-1%
COc1cc2[nH]c(=O)n(Cc3ccc(C(=O)NCc4ccc(C)cc4)cc3)c(=O)c2cc1OC	·	-7%	-1%	-2%	-11%	-23%	-9%	2	-6%
Cc1cccc(C(=O)N2CCN(c3ccc([N+](=O)[O-])c(N4CCOCC4)c3)CC2)c1	14%	2%	1%	29%	?	?	-4%	5	-7%
O=C(NCc1ccccc1)c1cccn1-c1nnc(N2CCCCC2)s1	·	28%	-1%	25%	5%	-17%	-2%	-13	-2%
COc1ccc(NC(=O)Nc2cc(C)ccc2OC)cc1	5%	3%	1%	-1%	-13%	-4%	-9%	2	1%
Cc1cccc(Cn2c(SCc3ccc(C(=O)NC4CCCC4)cc3)nc3cccnc32)c1	·	-3%	-1%	-10%	21%	44%[activator]	-16%	4	-2%
CCOc1cccc(=O)c2c(C)n(C)c(C)c12	?	?	-2%	?	22µM*	-19%	?	9	-23%
CCCn1c(=O)c2ccccc2n2c(SCC(=O)c3ccc(CC)cc3)nnc12	-3%	-7%	-4%	2%	-4%	-13%	-12%	-7	1%

Profiles as entered above.
CC(=O)c1cccc(Nc2cc(C)nc3ccccc23)c1 is listed as APE1 inh: ?; Pol kappa inh: 6%; GRP78 ERSR act: -1%; Pol beta inh: 29%; Pol iota inh: -2%; Anesthetic bind: -11%; POLH inh: 28%; LDHA inh: -5; BLM inh: 9%
CCOc1cccc(=O)c2c(C)n(C)c(C)c12 is listed as APE1 inh: ?; Pol kappa inh: ?; GRP78 ERSR act: -2%; Pol beta inh: ?; Pol iota inh: 22µM*; Anesthetic bind: -19%; POLH inh: ?; LDHA inh: 9; BLM inh: -23%
Clc1ccc(CSc2nnc(-c3ccccn3)n2Cc2ccco2)c(Cl)c1 is listed as APE1 inh: 4%; Pol kappa inh: 0%; GRP78 ERSR act: 1%; Pol beta inh: 2%; Pol iota inh: ?; Anesthetic bind: -11%; POLH inh: -2%; LDHA inh: 12; BLM inh: -11%

Already shown: an excerpt of the list.
SMILES	APE1 inh	Pol kappa inh	GRP78 ERSR act	Pol beta inh	Pol iota inh	Anesthetic bind	POLH inh	LDHA inh	BLM inh
Cc1ccc(NS(=O)(=O)c2ccc3c(c2)oc(=O)n3C)cc1C	29%	-10%	-5%	-18%	120%[activator]	-2%	-11%	5&-5	-1%
CN1C(=O)/C(=C\c2ccncc2)SC1=Nc1ccccc1	15%	-10%	-2%	-2%	127%[activator]	-2%	-7%	-5	5%
Cn1c(=O)cc(OCC(=O)N2CCN(c3ccccc3F)CC2)c2ccccc21	-2%	-3%&0%	-2%&-2%	-21%&35%	-9%&16%	-9%&0%	-8%&-5%	-1&-12	-4%&-4%
O=C(OCC(=O)N1CCc2ccccc21)c1n[nH]c(=O)c2ccccc12	11%	10%	-4%	·	38%[activator]	·	-2%	1&6	·

Arranged by value in Anesthetic bind (ascending): some entries from above
smiles | APE1 inh | Pol kappa inh | GRP78 ERSR act | Pol beta inh | Pol iota inh | Anesthetic bind | POLH inh | BLM inh
Cc1ccc(S(=O)(=O)N(C)c2ccccc2)cc1 | 0% | -3% | -6% | -2% | 3% | -17% | -5% | -6%
Cc1ccc(NC(=O)CSCCc2ccccn2)nc1 | 2% | -11% | -1% | 15% | 1% | -2% | 4% | -3%
CC(C)C(NC(=O)OCc1ccccc1)C(=O)NC(Cc1ccc(O)cc1)C(=O)O (stereo unspecified) | 25% | -7% | -1% | 1% | 70%[activator] | 11% | 3% | -1%

Single entries from the entries so far.
POLH inh with C=CCNC(=O)/C(=C\C=C\c1ccccc1)NC(=O)c1ccc(OCCCC)cc1 → -14%
BLM inh with CCOc1cccc(=O)c2c(C)n(C)c(C)c12 → -23%

High-throughput results deposited in PubChem BioAssay by National Center for Advancing Translational Sciences (NCATS).

Only part of the results is shown (hit frequency here may not be typical).
